PGK inhibitor = inhibitors of T. brucei phosphoglycerate kinase; P07378; hit rate 0.043% among 380,000; Potency, µM (highest dose often 57.5 µM), for the others: at the top dose activity change, negative = inhibition, usual class: inhibitors; PGK/GAPDH coupled, Kinase-Glo luminescence, 60 min; further: on the % scale 0 is the no-effect control and ±100 the full control effect; nearly all actives have a fitted effect of over 60% in size
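Recombinant glycosomal PGK reaction used 1,3-bisphosphoglycerate generated in-well by GAPDH (100nM final) in 100mM TEA pH 7.6, 5mM MgCl2, 0.01% Tween-20. After 60 minutes at room temperature, ATP was read by Kinase-Glo Plus luminescence end-point.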
rTrxR1 inhibitor = inhibitors of rat thioredoxin reductase 1; O89049; recombinant rTrxR1, NADPH fluorescence consumption, selenite substrate; Potency, µM (highest dose often 114 µM), for inactives: top-dose activity change, negative = inhibition, actives largely listed as inhibitors; hit rate 1% among 390,000; AID 588453; further: on the % scale 0 is the no-effect control and ±100 the full control effect; nearly all actives have a fitted effect of over 65% in size
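Rat TrxR1 (90 nM in the dispensed reagent) was pre-reduced with 400 uM NADPH for 5 min at room temperature, then incubated with compound for 15 min. After 400 uM selenite was added, NADPH fluorescence (Ex 340/Em 450 nm) was followed for 8 min.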
HP1b chromo inh = blocks HP1-beta chromodomain binding to methylated histone tails | AlphaScreen HP1-beta / biotin-H3K9me3 peptide binding | AID 540317 | hit rate 0.56% among 390,000 | P83916 | Potency, µM (series often up to 114 µM), inactives show top-dose activity change, negative = inhibition, hits mostly inhibitors; further: nearly all actives have a fitted effect of over 70% in size; inactives centre near 23
Target sequence (P83916 whole entry, looked up): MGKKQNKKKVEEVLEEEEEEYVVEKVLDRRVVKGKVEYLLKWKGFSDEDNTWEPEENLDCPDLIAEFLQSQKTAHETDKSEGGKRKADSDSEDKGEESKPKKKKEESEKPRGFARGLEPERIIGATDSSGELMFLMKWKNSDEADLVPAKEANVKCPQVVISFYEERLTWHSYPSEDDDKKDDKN
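Compound inhibition of the preformed complex between 50 nM HP1-beta and 50 nM biotinylated H3K9me3 peptide was read by AlphaScreen. Buffer was PBS pH 7.4 with 0.01% Tween-20. Incubations ran 30 min at room temperature, with 10 ug/mL donor/acceptor beads.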
ERG-DNA inh = inhibitors of human ERG Ets domain-DNA interaction; fluorescence polarization, His-ERG Ets domain / labelled DNA; hit rate 0.028% among 370,000; P11308; AID 624246; Potency, µM (titrated, usually from 76.9 µM), for inactives: top-dose FP activity, negative = inhibition, usual class: inhibitors; active means well fitted inhibition curve with a large enough effect in the polarisation, with a control signal flat; inconclusive means small, poorly fitted or top-dose-only effect, or effect the other way, or a change in a side signal; inactive means no such curve, though single readings can be large or run the other way; the % refers to the polarisation;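 further: polarization taken with two DNA probes labelled with fluorescein and Texas red; % of control where 0% means no effect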
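His-tagged ERG Ets domain (1 uM in the protein solution; 300mM KCl, 50mM Tris-HCl, 1mM EDTA, 1mM DTT, pH 7.5) received compound, then a probe mix of 5 nM fluorescein-DNA and 100nM Texas-615-DNA. Fluorescence polarization was read for both dyes.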
Pin1 inh = blocks the human prolyl isomerase Pin1. Pin1 FP peptide displacement, HiFluor488, 10 min. hit rate 0.009% among 390,000. Q13526. Potency, µM (top dose mostly 115 µM), inactives show at the highest dose activity, negative = inhibition, actives largely listed as inhibitors; active means well fitted inhibition curve with a large enough effect in the polarisation, with a control signal flat, not every such curve was filed as active; inconclusive means small, poorly fitted or top-dose-only effect, or effect the other way, or a change in a side signal; inactive means no such curve, though single readings can be large or run the other way; the % refers to the polarisation; further: on the % scale 0 is the no-effect control and ±100 the full control effect
Target sequence (Q13526 whole entry, looked up): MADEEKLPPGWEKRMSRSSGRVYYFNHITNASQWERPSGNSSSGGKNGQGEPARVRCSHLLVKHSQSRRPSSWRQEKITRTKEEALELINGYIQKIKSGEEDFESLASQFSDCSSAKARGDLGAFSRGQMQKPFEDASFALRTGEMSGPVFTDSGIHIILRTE
JMJD2A Tudor inh = inhibitors of human JMJD2A Tudor domain. O75164. AlphaScreen JMJD2A-Tudor / H3K4me3 peptide binding. Potency, µM (highest dose often 114 µM), inactives show top-dose activity change, negative = inhibition, actives largely listed as inhibitors. hit rate 4.4% among 390,000. AID 504339; further: on the % scale 0 is the no-effect control and ±100 the full control effect; nearly all actives have a fitted effect of over 50% in size
GLS inhibitor = inhibitors of human glutaminase (GLS); O94925; GLS enzymatic activity, qHTS titration; Potency, µM (series often up to 45.5 µM), for inactives: at the highest dose activity change, negative = inhibition, usual class: inhibitors; hit rate 0.21% among 410,000; AID 624170; further: on the % scale 0 is the no-effect control and ±100 the full control effect
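Compounds were pin-transferred onto hKGA, after which L-glutamine (1 mM solution) and a detection mix of glutamate oxidase, HRP and Amplex Red were added. Initial and 30 min RT fluorescence reads were collected.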
ALOX12 inh = inhibitors of human 12S-lipoxygenase ALOX12. P18054. purified 12hLO, xylenol orange hydroperoxide absorbance. Potency, µM (series often up to 108 µM), inactives show top-dose activity change, negative = inhibition, hits mostly inhibitors. hit rate 1.1% among 580,000. AID 1671190; further: on the % scale 0 is the no-effect control and ±100 the full control effect
Target sequence (P18054 whole entry, looked up): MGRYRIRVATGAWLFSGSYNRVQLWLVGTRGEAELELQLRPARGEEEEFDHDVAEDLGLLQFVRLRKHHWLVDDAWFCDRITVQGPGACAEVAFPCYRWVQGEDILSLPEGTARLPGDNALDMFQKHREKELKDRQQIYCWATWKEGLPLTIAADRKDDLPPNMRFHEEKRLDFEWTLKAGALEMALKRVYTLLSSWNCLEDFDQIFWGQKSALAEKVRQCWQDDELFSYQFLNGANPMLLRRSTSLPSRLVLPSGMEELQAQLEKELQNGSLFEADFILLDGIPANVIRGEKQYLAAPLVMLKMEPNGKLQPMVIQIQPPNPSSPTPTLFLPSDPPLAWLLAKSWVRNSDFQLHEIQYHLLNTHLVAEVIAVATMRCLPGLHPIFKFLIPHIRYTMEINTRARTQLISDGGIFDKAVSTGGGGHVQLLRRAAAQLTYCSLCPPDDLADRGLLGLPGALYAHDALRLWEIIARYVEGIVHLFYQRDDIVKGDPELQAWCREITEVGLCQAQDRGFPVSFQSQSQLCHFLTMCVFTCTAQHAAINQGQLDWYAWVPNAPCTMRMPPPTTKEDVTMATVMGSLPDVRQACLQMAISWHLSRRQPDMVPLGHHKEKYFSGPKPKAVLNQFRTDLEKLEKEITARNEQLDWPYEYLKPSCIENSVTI
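Purified human 12hLO at 150 nM in 25 mM Hepes, 0.01% Triton X-100, pH 7.0, preincubated 15 min at room temperature with compound. Reaction started with 40 uM arachidonic acid, 30 min at room temperature. Hydroperoxide measured by Fe-xylenol orange, 573/405 nm absorbance ratio.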
RGS4 inhibitor = blocks human RGS4-accelerated GTP hydrolysis; Transcreener GDP fluorescence polarization, RGS4-accelerated GTP hydrolysis; Potency, µM (doses to about 114 µM), inactives show at the top dose activity change, negative = inhibition, actives largely listed as inhibitors; hit rate 0.039% among 390,000; AID 504845; further: on the % scale 0 is the no-effect control and ±100 the full control effect; nearly all actives have a fitted effect of over 75% in size; some results filed as inactive show a strong effect at the top dose
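MLSMR compounds (23 nl, pin-transferred) preincubated 10 min at room temperature with a 500nM (2x) first reagent, then RGS4 at 900nM (2x) plus Transcreener GDP mix added; fluorescence polarization (620/688 nm) read before and after 90 min at 30 °C.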
* = called active by the depositor; i = inactive; ? = inconclusive; . = no result given; [ ] = dose if it differs, or a comment. Unless noted, the call rests on the fitted dose curve; in most records, active means well fitted curve in the direction sought with a large enough effect; inconclusive means small, poorly fitted or top-dose-only effect, or another doubt; inactive means no such curve, though single readings can be large; an effect the other way counts as inactive or inconclusive. Potency means the concentration at half of the fitted maximal effect. Only part of the results is shown; the hit share may differ from the screen's.

SMILES	PGK inhibitor	rTrxR1 inhibitor	HP1b chromo inh	ERG-DNA inh	Pin1 inh	JMJD2A Tudor inh	GLS inhibitor	ALOX12 inh	RGS4 inhibitor
COc1cc(NC(=O)CCc2c(C)nc3c(-c4ccc(F)cc4)c(C)nn3c2C)cc(OC)c1OC	i	35%	40%[activator]	2%	-5%	-18%	-8%	-23%	-8%
Cn1c(=O)[nH]c(=O)c2c1nc(NCc1ccco1)n2Cc1ccccc1Cl	-1%	13%	30%	-10%	-7%	-1%	16%	-7%	22%
O=C(NN=C1CCCCC1)c1cc(-c2ccccc2)n[nH]1	i	8%	19%	4%	-9%	-14%	9%	8%	13%
COCc1cc(=O)n2[nH]c(C)c(-c3ccccc3)c2n1	i	8%[57.1 µM]	45%[activator]	17%	-3%	?	14%	?	8%
CC(=O)N1[C@H](Cc2ccccc2)C=C[C@]1(C)C(=O)NCc1ccccn1	-4%	-30%	39%	1%	-6%	?	2%	?	-13%
CC1CN(C(=O)COC(=O)c2ccc(N(C)C)cc2)CC(C)O1 (stereo unspecified)	3%	-2%	30%	1%	3%	-15%	4%	-15%	-14%
S=C(NCc1ccncc1)NC1CCCC1	6%	15%[57.1 µM]	20%	4%	6%	-10%	2%	-27%	9%
Cc1ccc(NC(=O)/C=C/c2ccc3c(c2)OCO3)cc1S(=O)(=O)N1CCOCC1	4%	0%	15%	.	7%	-8%	-5%	-4%	?
CCCN(CCC)c1cc(C)nc2nc(-c3ccc(Cl)cc3)nn12	i	16%	33%	1%	?	-5%	-1%	-22%	8%
O=C(NCC(c1cccs1)N1CCOCC1)c1ccccc1NS(=O)(=O)c1cc([N+](=O)[O-])ccc1Cl (stereo unspecified)	-5%	12%[57.1 µM]	26%	-6%	-2%	-7%	13%	-5%	-4%
CCOC(=O)c1c(NC(=O)CN2C(=O)N(C)C3(CCCCC3)C2=O)sc(C(=O)N(C)C)c1C	i	20%	35%	-2%	4%	-10%	2%	41%[activator]	-11%
O=S(=O)(c1cc(C(F)(F)F)ccc1Cl)N1CCCCCC1	-3%	6%	97%[activator]	.	-3%	63%[activator]	-12%	14%	-9%
CCOC(=O)c1ccc(NC(=S)N(CCCN2CCCC2)Cc2cccs2)cc1	-15%	14%[57.1 µM]	8%	-10%	-13%	-15%	-8%	-7%	10%
CCC(C(=O)NC1CCCC1)N(C(=O)Cn1nnc(-c2ccc(C)o2)n1)c1cccc(OC)c1 (stereo unspecified)	-5%	11%[57.1 µM]	42%[activator]	4%	3%	2%	-3%	-19%	-29%
O=C1Nc2ccccc2OC1CC(=O)N1CCCC1 (stereo unspecified)	i	18%	49%[activator]	13%	-3%	-14%	-3%	-6%	4%
CCC(C)Cn1cnc2c(Sc3c([N+](=O)[O-])ncn3C)nc(N)nc21 (stereo unspecified)	-2%	2.8µM*	39%	2%	-1%	-8%	-1%	-18%	-13%
COc1ccccc1CNC(=O)CSc1ccc(C)cc1	2%	5%	32%	-6%	6%	10%	7%	0%	18%
C/C(=N\NC(=S)NCc1ccccc1)c1ccc2ccccc2c1OC(F)F	-7%	7%	23%	25%	?	-30%	-2%	?	4%
CCOc1ccc(/C=N/n2c(-c3ccccc3)n[nH]c2=S)cc1	5%	2%	23%	-2%	1%	79µM*	?	?	-46%
CC(=O)Nc1ccc(N/C=C(\C=O)c2nc3ccccc3o2)cc1	5%	-9%[57.1 µM]	35%	5%	25%	-12%[11.4 µM]	-13%	-4%	-27%
CCOC(=O)c1sc(N=NC2=C(O)CCCC2=O)c(C(=O)OCC)c1C	-12%	-5%[57.1 µM]	?	2%	?	25µM*	12%	?	-47%
O=C(NCCc1ccc(Cl)cc1)c1ccc2c(c1)N(Cc1cccc(Cl)c1)C(=O)c1ccccc1S2(=O)=O	-2%	23%[57.1 µM]	38%	1%	22%	-22%	4%	-17%	14%
Cc1ccc(C)c(NS(=O)(=O)c2ccc3c(c2)Cc2cc(S(=O)(=O)Nc4cc(C)ccc4C)ccc2-3)c1	-10%	-7%	14%	-5%	12%	-5%	5%	-2%	-16%
COc1ccc(NS(=O)(=O)c2cc(NC(=O)[C@@H](NC(=O)c3ccccc3)C(C)C)ccc2C)cc1	i	6%	23%	0%	-1%	-28%	1%	1%	-17%
CCCN(C(=O)c1cc(-c2ccco2)nc2ccccc12)c1c(N)n(Cc2ccccc2)c(=O)[nH]c1=O	-16%	28µM*	?	5%	-22%	?	-23%	?	-6%
CCC(C)c1ccc(NC(=O)N2CCN(C(=O)C3CCCO3)CC2)cc1 (stereo unspecified)	-3%	5%	5%	2%	-10%	-4%	9%	6%	5%
O=C(C1CCN(Cc2nc(-c3ccc(Cl)cc3)no2)CC1)N1CCOCC1	i	14%	19%	3%	-7%	-14%	-2%	-13%	16%
CN(C)S(=O)(=O)c1ccc(C(=O)N2CCN(C(=O)C3CCCO3)CC2)cc1 (stereo unspecified)	-8%	2%	40%[activator]	.	-1%	-9%	-2%	-4%	-20%
CCOC(=O)N1CCN(c2ccc(C(=O)c3ccccc3)cc2F)CC1	-2%	-22%[11.4 µM]	100%[activator]	-11%	-7%	16%	-9%	218%[activator]	8%
Cc1ccc(C)c(OC(=O)CSc2nnc(-c3cccs3)o2)c1	-4%	18%	3%	-2%	10%	-16%	-5%	0%	3%

Reprinted from the results shown for reference:
SMILES	PGK inhibitor	rTrxR1 inhibitor	HP1b chromo inh	ERG-DNA inh	Pin1 inh	JMJD2A Tudor inh	GLS inhibitor	ALOX12 inh	RGS4 inhibitor
COc1cc(NC(=O)CCc2c(C)nc3c(-c4ccc(F)cc4)c(C)nn3c2C)cc(OC)c1OC	i	35%	40%[activator]	2%	-5%	-18%	-8%	-23%	-8%
Cn1c(=O)[nH]c(=O)c2c1nc(NCc1ccco1)n2Cc1ccccc1Cl	-1%	13%	30%	-10%	-7%	-1%	16%	-7%	22%

Following part.
SMILES	PGK inhibitor	rTrxR1 inhibitor	HP1b chromo inh	ERG-DNA inh	Pin1 inh	JMJD2A Tudor inh	GLS inhibitor	ALOX12 inh	RGS4 inhibitor
Cc1ccc(CN2CCN(Cc3cccn3-c3ccc(Cl)cn3)CC2CCO)o1 (stereo unspecified)	10%	0%	4%	-2%	0%	-15%	7%	-10%	6%
N#CCCN1CCCN(CCC#N)CCN(CCC#N)CCCN(CCC#N)CC1	0%	-9%	22%	5%	-13%	2%	23%	-3%	-11%
NC(=O)C1CCCN(C(=S)Nc2ccccc2)C1 (stereo unspecified)	0%	-2%	42%	-7%	3%	-8%	-1%	5%	-15%
O=C(/C=C/c1c(Cl)cccc1Cl)N1CCOCC1	0%	2%	32%	7%	0%	-3%	-1%	-8%	7%
COC(=O)c1cc2oc3ccccc3c2n1CC(=O)Nc1cccc(SC)c1	i	35%	7%	-3%	0%	-16%	-8%	-6%	-6%
COc1ccc(-c2noc(N3CCC(C(=O)N4CCN(c5cccc(OC)c5)CC4)CC3)n2)cc1	0%	10%[57.1 µM]	15%[57 µM]	-4%	-2%	-18%	6%	-25%	-9%
COc1ccc(CNn2cnnc2)c(O)c1	-1%	12%	31%	-1%	-5%	-6%	9%	0%	-4%
COc1ccc(CN2C(=O)c3cccnc3C2Nc2cc(Cl)c(OC)cc2OC)cc1 (stereo unspecified)	i	27%[57.1 µM]	?	-11%	-3%	35µM*	-2%	?	-18%
Cc1ccc([C@@H]2CC=C(C(=O)O)[C@H](c3cccc(Cl)c3)N2S(=O)(=O)c2ccccc2C)cc1	-8%	-2%	19%	10%	.	-29%	8%	?	0%
COc1cccc(/C=N/NC(=O)C(C)n2nnc3ccccc32)c1 (stereo unspecified)	8%	-3%[57.1 µM]	8%	4%	0%	45µM*	?	21%	?
Cc1noc(C)c1COC(=O)c1cc(=O)[nH]c2ccccc12	4%	16%[57.1 µM]	28%	-4%	5%	-5%	8%	0%	6%
O=c1oc2ccccc2n1CCCCCn1c(=O)oc2ccccc21	-4%	-12%	19%	1%	-7%	3%	10%	0%	-1%
O=C(Nc1ccc(C(F)(F)F)cc1)C1CCN(S(=O)(=O)c2ccc(N3CCCC3=O)cc2)CC1	i	14%	17%[57 µM]	-6%	4%	-13%	-1%	-2%	-1%
CCOC(=O)N1CCC(N2CCN(Cc3ccc(F)c(F)c3)C(CCO)C2)CC1 (stereo unspecified)	.	-6%	52%[activator]	-8%	2%	-12%	10%	-3%	-30%
O=C(CN1C(=O)NC2(CCCc3ccccc32)C1=O)c1ccc(F)c(F)c1 (stereo unspecified)	9%	5%	26%	-9%	7%	-10%	-9%	?	-2%
O=C1/C(=C\c2ccncc2)CCc2ccccc21	?	-10%	41%[activator]	2%	-2%	-20%	-8%	3%	-32%
CC1=CC(=C(C#N)C#N)C=C(C)N1CCN1CCN(C(=O)Nc2cccc(Cl)c2)CC1	8%	16%	38%	-3%	16%	-3%	0%	-8%	-8%
COc1ccc(CCNC(=O)CC2SC(=Nc3cc(C)cc(C)c3)NC2=O)cc1OC (stereo unspecified)	-6%	-11%	39%	-4%	2%	-4%	-13%	-1%	-9%
Cc1ccccc1CC1(CO)CCCN(C(=O)CCCN2CCCCC2=O)C1 (stereo unspecified)	i	22%	33%	-8%	0%	-7%	-9%	15%	3%

As entered above:
HP1b chromo inh, `O=C1/C(=C\c2ccncc2)CCc2ccccc21` is entered as 41%[activator]
RGS4 inhibitor, `Cc1ccccc1CC1(CO)CCCN(C(=O)CCCN2CCCCC2=O)C1` (stereo unspecified) is entered as 3%
